Giardia killer = kills Giardia lamblia; Giardia lamblia trophozoite viability; hit rate 0.15% among 340,000; activity change, % at 7.66 µM, hits read low; in the data active = activity change below about -80%; inconclusive = between about -30% and that limit;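 note: parasites exposed to compound for two days anaerobically before the ATP read; % is set by controls: 0 for no effect and ±100 for the full control effect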
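Compounds were tested on trophozoites seeded at 100 cells/well and held 48 hrs at 37 deg C anaerobically. An ATP-based luminescent kit measured the remaining live cells.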
hERG WT inh = inhibitors of human wildtype KCNH2 potassium channel; U2OS, BacMam KCNH2, thallium flux FluxOr; active compounds read low; activity change, % at 1.84 µM; hit rate 0.37% among 340,000;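 active = maximum activity change below -70%; inconclusive = maximum activity change between -70% and -50%; inactive = maximum activity change above -50%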; note: % is set by controls: 0 for no effect and ±100 for the full control effect
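U2OS cells transduced with wild-type KCNH2 virus are loaded with FluxOr dye for 45 min, and thallium flux is measured in kinetic reads before and after stimulation buffer. Rate constants are normalized to DMSO controls.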
FBPA coupling cs = counter-screen for Giardia aldolase inhibitors: coupling enzyme system. AID 2472. coupling enzyme system counterscreen, AmpLite Red fluorescence. activity change, negative = inhibition, % at 58.2 µM, hits read low. hit rate 0.67% among 290,000; in the data active = activity change below about -30%; note: % is set by controls: 0 for no effect and ±100 for the full control effect
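Coupling enzymes only (glyceraldehyde-3-phosphate) + compound, at 57.5 uM final, 10 min RT; add substrate/coupling/AmpLite Red mix, 20 min RT; fluorescence ex 525/em 598 nm. Actives flag coupling-system interference.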
TRPV1 agonist = agonists of human vanilloid receptor 1 (TRPV1); TRPV1-expressing cells, Fluo-8 calcium influx, agonist mode; activation, % at 8.33 µM; AID 540275; hit rate 0.19% among 320,000; Q8NER1; in the data active = activation above about 80%; inconclusive = between about 30% and that limit; note: 0% is about no effect
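Cells expressing TRPV1 were dye-loaded with Fluo-8 and read kinetically: 10 s baseline, 3 min after compound (agonist portion), then 2 min after EC20 capsaicin (allosteric enhancer portion). Calcium-bound dye fluorescence at 480/520 nm.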
KCNH2 3.1 inh = KCNH2 3.1 (human) potassium channel inhibition | U2OS KCNH2 3.1, thallium flux FluxOr; active compounds read low | activity change, % (tested at about 1.8 µM) | hit rate 0.95% among 340,000;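 active = maximum activity change below -70%; inconclusive = maximum activity change from -70% to -50%; inactive = maximum activity change above -50%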;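 note: thallium influx rate constant from kinetic fluorescence after stimulation buffer; % is set by controls: 0 for no effect and ±100 for the full control effect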
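Thallium flux via FluxOr fluorescence (Red40 quencher, 45 min loading) in U2OS cells virally expressing the KCNH2 3.1 isoform (1.77 x 10^8 /mL virus, overnight at 37 C). Rate constants from 2-min kinetic reads post-stimulation, normalised to positive and negative controls.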
USP2a inh = USP2a (human) protease inhibition. O75604. USP2 core, Ub-CHOP2 coupled fluorogenic reporter, 485/531. Potency, µM (doses to about 38.3 µM), inactives show at the highest dose activity change, negative = inhibition, hits mostly inhibitors. hit rate 0.01% among 330,000. AID 463254;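 note: potency is the fitted concentration of half-maximal effect; plate controls were DMSO wells for no effect and full inhibition by NEM control for full effect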
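Cell-free coupled assay: 10nM USP2 core preincubated 30min RT with compound in Tris-HCl pH 8.0/CaCl2/CHAPS buffer, then 25nM Ub-CHOP2 and 25nM reporter substrate; fluorescence (Ex 485/Em 531) read after 60min RT, normalized to NEM inhibition, concentration-response curves fitted.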
PKM2 activator = PKM2 (human) enzyme activation | hit rate 0.34% among 260,000 | Potency, µM (titrated, usually from 57.5 µM), inactives show at the highest dose activation, actives largely listed as activators | purified PKM2, Kinase-Glo ATP luminescence, activation; response scale: 0% is enzyme alone, no compound | P14618; note: potency is the fitted concentration of half-maximal effect; % is set by controls: 0 for no effect and ±100 for the full control effect; nearly all actives have a fitted effect of over 55% in size
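hPK-M2, >95% pure; 0.1 mM ADP / 0.5 mM PEP final; imidazole pH7.2 buffer w/ 7 mM MgCl2, 50 mM KCl; 1 h RT; Kinase-Glo lum. Intermediate enzyme activity for dual inhibitor/activator qHTS.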
B2AR arrestin = agonists driving beta-arrestin recruitment to human beta2-adrenergic receptor. P07550. beta-arrestin recruitment to beta2AR, cell-based reporter. Potency, µM (top dose mostly 46.1 µM), for the others: top-dose activation, actives largely listed as activators. AID 492947. hit rate 0.02% among 330,000;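 note: potency is the fitted concentration of half-maximal effect; 0% = DMSO controls and full agonism = EC100 isoproterenol or metaproterenol; nearly all actives have a fitted effect of over 65% in size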
Target sequence (P07550 whole entry, looked up): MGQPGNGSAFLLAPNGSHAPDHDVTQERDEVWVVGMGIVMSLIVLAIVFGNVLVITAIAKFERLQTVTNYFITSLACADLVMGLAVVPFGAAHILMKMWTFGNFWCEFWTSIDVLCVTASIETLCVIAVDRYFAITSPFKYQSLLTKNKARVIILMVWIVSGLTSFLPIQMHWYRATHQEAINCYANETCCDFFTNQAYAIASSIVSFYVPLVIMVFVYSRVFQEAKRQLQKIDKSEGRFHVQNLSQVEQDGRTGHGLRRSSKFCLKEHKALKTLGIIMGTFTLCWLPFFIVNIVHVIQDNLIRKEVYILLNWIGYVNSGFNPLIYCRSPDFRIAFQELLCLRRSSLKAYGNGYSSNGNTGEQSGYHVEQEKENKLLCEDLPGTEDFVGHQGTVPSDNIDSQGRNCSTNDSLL
CXXC DNA block = inhibitors of human MLL CXXC domain-DNA interaction; Q03164; AID 2662; Potency, µM (highest dose often 115 µM), without a hit: at the top dose activity change, negative = inhibition, usual class: inhibitors; MLL-CXXC / FITC-HOXA9 DNA fluorescence polarization; hit rate 0.037% among 290,000; active = well fitted inhibition curve with a large enough effect in the polarisation, with a control signal flat, not every such curve was filed as active; inconclusive = small, poorly fitted or top-dose-only effect, or effect the other way, or a change in a side signal; inactive = no such curve, though single readings can be large or run the other way; the % refers to the polarisation; note: potency is the fitted concentration of half-maximal effect
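Steps: dispense CXXC domain solution (7 uM) → pin compounds or unlabeled HOX-A9 DNA control → 5 min ambient → add FLSN-HOX-A9 solution (50 nM) → spin → 30 min ambient → fluorescence polarization. Tris pH 7.5/NaCl/DTT/BSA buffer.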
Menin-MLL TR inh = menin-MLL binding inhibition, Texas Red mutant peptide. O00255. Menin + Texas Red MLL mutant peptide, fluorescence polarization. Potency, µM (titrated, usually from 61.6 µM), for the others: at the highest dose FP activity change, negative = inhibition, actives largely listed as inhibitors. hit rate 0.23% among 270,000; active = well fitted inhibition curve with a large enough effect in the polarisation, with a control signal flat, not every such curve was filed as active; inconclusive = small, poorly fitted or top-dose-only effect, or effect the other way, or a change in a side signal; inactive = no such curve, though single readings can be large or run the other way; the % refers to the polarisation; note: potency is the fitted concentration of half-maximal effect; % of control where 0% means no effect; many of its hits are not listed in these tables
Target sequence (O00255 whole entry, looked up): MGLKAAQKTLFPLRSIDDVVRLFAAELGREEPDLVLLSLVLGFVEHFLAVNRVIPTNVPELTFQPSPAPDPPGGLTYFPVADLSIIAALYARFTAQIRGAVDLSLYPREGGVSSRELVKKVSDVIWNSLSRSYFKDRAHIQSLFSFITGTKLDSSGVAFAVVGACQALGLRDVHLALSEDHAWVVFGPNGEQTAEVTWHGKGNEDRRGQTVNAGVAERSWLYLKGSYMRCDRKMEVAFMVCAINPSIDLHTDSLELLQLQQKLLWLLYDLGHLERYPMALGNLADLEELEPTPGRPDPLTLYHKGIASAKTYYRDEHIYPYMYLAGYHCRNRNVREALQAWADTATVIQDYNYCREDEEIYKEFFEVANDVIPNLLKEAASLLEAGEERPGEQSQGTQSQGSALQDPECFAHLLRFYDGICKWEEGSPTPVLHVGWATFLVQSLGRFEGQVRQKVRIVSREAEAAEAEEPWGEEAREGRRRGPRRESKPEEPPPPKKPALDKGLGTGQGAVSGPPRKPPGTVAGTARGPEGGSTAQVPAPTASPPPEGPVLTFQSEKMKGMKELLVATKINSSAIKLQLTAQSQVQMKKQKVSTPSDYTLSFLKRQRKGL
GALK inhibitor = inhibitors of human galactokinase. hit rate 0.007% among 270,000. Purified GALK, Kinase-Glo residual ATP luminescence. Potency, µM (doses to about 57.5 µM), for inactives: at the highest dose activity change, negative = inhibition, most hits filed as inhibitors; note: potency is the fitted concentration of half-maximal effect; % is set by controls: 0 for no effect and ±100 for the full control effect
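Galactose (100 uM) and ATP (35 uM) were turned over by 5 nM GALK for 1 h at RT. Kinase-Glo Plus then converted the remaining ATP into a luminescent signal.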
* = called active by the depositor; u = inconclusive; x = not tested or not shown; & = joins results of further samples; [ ] = remark or other dose. Unless noted, calls come from the whole dose curve; as a rule, active = well fitted curve in the direction sought with a large enough effect; inconclusive = small, poorly fitted or top-dose-only effect, or another doubt; inactive = no such curve, though single readings can be large; an effect the other way counts as inactive or inconclusive. A portion of the library, so the mix of outcomes need not match the whole.

Sequence of screens – Giardia killer	hERG WT inh	FBPA coupling cs	TRPV1 agonist	KCNH2 3.1 inh	USP2a inh	PKM2 activator	B2AR arrestin	CXXC DNA block	Menin-MLL TR inh	GALK inhibitor
- CN(C)CCCN(C(=O)c1ccc(S(=O)(=O)N2CCCCCC2)cc1)c1nc2ccc(Br)cc2s1
    -4.9	21.2	0.8	3.2	-18.2	0.0%	-0.2%	-0.1%	3.6%	u	4.4%
- O=C(O)CCCNC(=O)/C(=C\C=C\c1ccccc1)NC(=O)c1ccccc1Cl
    5.5	5.3	1.8	-7.4	8.1	1.2%	-9.1%	0.0%	-12.7%	17.7%	3.0%
- CCCCCC(=O)N1CCN(CCN=CC2=C(O)CC(c3ccc(OC)cc3)CC2=O)CC1 (stereo not given)
    5.0&-0.6	-1.3&21.5	4.9	1.1	-45.0&-35.2	1.2%	-10.1%	0.1%	-4.7%	3.3%	-1.5%
- CN(C(=O)CSc1nc(-c2ccccc2)c(-c2ccccc2)o1)C1CCS(=O)(=O)C1 (stereo not given)
    -1.9	-6.0	-1.0	11.0	8.7	3.6%	0.9%	0.3%	-14.4%	-9.2%	-7.9%
- C#CCOc1ccc(/C=C2/C(=O)ON=C2C)cc1OCC
    -8.2	7.8	-1.4	-6.4	9.4	1.1%	x	0.0%	33.7%[activator]	13.4%	1.9%
- COc1ccccc1N1N=C(C(=O)c2ccccc2)C2C(=O)N(c3ccc(Br)cc3)C(=O)C21 (stereo not given)
    -0.7	-3.5	4.6	12.0	-1.9	-0.3%	-6.5%	0.1%	u	x	-0.8%
- O=C(c1cccc(NC2=NC3CS(=O)(=O)CC3S2)c1)N1CCN(c2cccc(Cl)c2)CC1 (stereo not given)
    13.4	14.5	-2.4	-1.9	11.5	-0.3%	-20.5%	-0.1%	x	3.9%	x
- CCn1c(SCc2ccc(F)cc2)nnc1-c1nn(-c2ccccc2)ccc1=O
    2.3	-2.6	2.6	x	0.1	-2.5%	0.4%	-0.3%	-11.0%	x	-3.0%
- COc1ccc(NC(=O)c2cc(-c3ccc(OC)c(OC)c3)nc3ccccc23)c(OC)c1
    4.0	-0.4	2.0	1.1	-17.4	-0.1%	-3.2%	-1.7%	-0.6%	32.8%[activator]	-1.4%
- Cc1nnc(-c2cccc(Br)c2)c2cn(-c3ccc(Br)cc3)nc12
    6.6	1.2	-0.7	6.8	12.3	-0.5%	u	3.6%	-1.6%	-8.7%	-1.6%
- N#Cc1c(N)nc2c(c1N)CC(=O)N2c1ccccc1-c1ccccc1
    -14.1	-1.1	-0.2	-2.6	-17.2	0.4%	-0.7%	0.2%	-3.3%	2.7%	-0.7%
- O=C1Nc2ccc(Cl)cc2C(C#CC2CC2)(C(F)(F)F)O1 (stereo not given)
    5.8	1.4	-2.1&-6.2	u	7.0	-7.7%	2.3%	0.0%	0.5%&-2.2%	-5.8%&-17.0%	x
- CCOC(=O)c1c(C)[nH]c(C2=NNC(=Nc3cccc(Cl)c3)SC2)c1C
    x	x	-5.1	-6.4	x	-1.2%	4.2%	4.2%	4.7%	16.9%	1.0%
- O=C(CN1CCN(S(=O)(=O)c2ccccc2)CC1)Nc1ccc([N+](=O)[O-])cc1
    11.1	-0.1	-4.1	12.8	-26.8	-2.5%	-5.0%	-0.8%	0.1%	14.5%	-1.9%
- c1ccc(Cn2c(-c3cccs3)nc3nc4ccccc4nc32)cc1
    x	x	1.9	5.6	x	0.1%	-2.3%	0.5%	10.1%	0.4%	3.1%
- S=C(NCc1ccccc1)N1CCN(C(=S)NCc2ccccc2)CC1
    2.9	-7.8	x	4.2	3.4	1.5%	x	-0.8%	x	x	x
- CCn1ccc(C(=O)Nc2ncc(C)s2)n1
    9.4	-17.1	x	14.6	-14.5	1.8%	-16.6%	-0.5%	6.0%	x	-3.6%
- CC(C)(C)c1cc(C(=O)N/N=C/c2ccncc2)n[nH]1
    u	1.0	x	1.5	-3.1	0.9%	3.2%	0.5%	13.9%	x	-1.5%
- CN(Cc1ccccc1)Cc1nc2c([nH]1)c(=O)n(C)c(=O)n2C
    14.1	-4.9	1.6	1.5	19.0	-0.9%	0.0%	-0.3%	-1.6%	2.9%	-2.1%
- Cc1cc(C)cc(N(C(=O)c2nsc(Cl)c2Cl)C(C(=O)NC2CCCC2)c2ccc(O)cc2)c1 (stereo not given)
    4.1	-1.1	0.1	17.2	-0.1	0.5%	-0.6%	-0.6%	u	9.7%	0.3%
- CC1(C)Cc2c(sc(NC(=O)C(C)(C)C)c2C#N)C(C)(C)N1
    9.4	0.0	-0.1	0.6	-7.0	-2.4%	9.0%	-0.1%	3.9%	-0.6%	-1.3%
- Cn1c2ccccc2c2cc([N+](=O)[O-])ccc21
    -27.0	0.7	0.1	2.6	0.3	1.6%	-0.2%	-0.5%	-15.7%	x	2.7%
- O=S(=O)(NC1CCCCC1N1CCCCC1)c1ccccc1 (stereo not given)
    5.3	-2.0	2.4	-2.6	6.2	0.7%	x	-0.2%	9.2%	5.3%	x
- O=C(CN(C(=O)c1ccc(Cl)cc1)N1C(=O)C2C3C=CC(C3)C2C1=O)c1cccs1 (stereo not given)
    3.4	11.5	1.9	17.9	-5.4	-1.1%	-3.2%	-0.1%	u	-0.5%	4.3%
- C/C(=N\NC(=O)c1ccc(CN2CCOCC2)cc1)c1cccc([N+](=O)[O-])c1
    -2.1	2.3	-0.5	6.6	23.3	4.7%	-0.4%	-0.7%	-6.0%	1.2%	-3.0%
- CCOC(=O)C1=C(COC(=O)CCOc2ccc(OC)cc2)NC(=O)NC1C (stereo not given)
    0.0	1.8	x	5.0	-3.8	1.2%	x	-0.1%	x	x	x
- CC(C)NC(=O)N1CCC(n2nccc2NC(=O)CCOc2ccccc2)CC1
    1.8	-19.0	x	0.8	13.9	-0.5%	-3.0%	-0.4%	8.7%	x	-3.1%
- O=C(c1ccc([N+](=O)[O-])o1)N1CCN(c2nc3c(Cl)cccc3s2)CC1
    u	3.6	x	u	-20.2	0.5%	x	0.2%	x	x	x
- CCn1cc(C(=O)NCc2ccccc2F)c(=O)c2ccc(C)nc21
    15.3	-17.5	-4.4	1.5	-1.4	1.5%	x	0.2%	35.1%[activator]	-24.1%	x
- COc1cc(/C=N/Nc2ccc(Cl)c(C(=O)O)c2)ccc1OCC(=O)N1C(C)CCCC1C (stereo not given)
    9.2	3.1	-1.5	0.2	11.5	2.1%	-6.8%	2.3%	-12.0%	2.4%	-3.9%
- Cc1ccc(C2CC(c3cccc(Br)c3)n3nc(N)nc3N2)cc1 (stereo not given)
    -26.5	-7.3	-1.9	-1.9	3.7	-2.4%	0.1%	-0.7%	4.8%	-8.8%	-2.1%
- O=C(CN1CCC(O)(c2ccc3c(c2)OCO3)CC1)N1CCOCC1
    2.0	-1.9	2.8	-3.2	-16.6	0.7%	-4.1%	0.3%	-19.4%	-1.5%	3.5%
- Cc1c(CC(=O)NCC(C)C)c(=O)oc2cc3c(cc12)CCC(C)(C)O3
    7.3	-0.8	0.2	11.4	-4.9	5.8%	x	0.5%	2.1%	-21.3%	x
- COc1ccc(NC(=S)NC(NC(=O)/C=C/c2ccccc2)C(Cl)(Cl)Cl)cc1 (stereo not given)
    18.9	11.0	4.4	7.7	-16.5	0.0%	2.9%	0.1%	13.4%	u	-3.4%
- Cc1cc(C)nc(CCNC(=O)c2cc(COc3c(F)cccc3F)on2)n1
    -7.6	-7.4	0.4	-1.3	-17.8	9.1%	0.8%	3.9%	-4.1%	11.2%	-1.1%
- CCc1nc(CNC(=O)C2CCC(=O)N(Cc3cccc(OC)c3)C2)no1 (stereo not given)
    13.5	2.5	3.3	0.2	18.8	0.9%	1.2%[0.46 µM]	0.3%	9.0%	1.8%	6.2%
- CCOC(=O)C1=C(C)NC(=O)CC1c1ccccc1OC (stereo not given)
    11.8	1.3	0.8	-3.5	-6.0	4.4%	1.7%	-0.5%	-0.4%	6.2%	-2.5%
- Cc1ccc(CSCCNC(=O)/C=C/c2ccccc2Cl)cc1
    11.2	7.6	-6.4	14.9	2.2	-0.4%	6.8%	-0.4%	-4.0%	-9.9%	-0.7%
- C/C(=N\NC(=O)COc1ccc(C)cc1Br)c1cc([N+](=O)[O-])cs1
    u	-8.4	-0.4	3.2	-34.0	2.0%	10.5%	0.5%	6.3%	22.6%	1.4%
